TRb SRC2 PPI – TRbeta-SRC2 interaction inhibition; P10828; TRbeta-SRC2 peptide binding, fluorescence polarization; receptor liganded with 1 µM T3; Potency, µM (series often up to 106 µM), for inactives: top-dose activity change, negative = inhibition, usual class: inhibitors; 0.065% of 280,000 active; AID 1469;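 note: plate controls were bound peptide for no effect and peptide without receptor for full effect; nearly all actives have a fitted effect of over 50% in size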
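Quantitative HTS by FP: 0.6 uM TRb LBD, 20 nM labeled SRC2 20-mer, 1 uM T3, 5% DMSO; 5 hr ambient incubation; % activity per concentration and potencies from concentration series.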
RECQ1 inh – RECQ1 (human) helicase inhibition | Potency, µM (top dose mostly 57.3 µM), for inactives: at the top dose activity, negative = inhibition, hits mostly inhibitors | 0.54% of 240,000 active | RECQ1 DNA unwinding, red fluorescence kinetic read | P46063;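 note: plate controls were vehicle for no effect and no enzyme for full effect; nearly all actives have a fitted effect of over 30% in size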
Target sequence (P46063 whole entry, looked up): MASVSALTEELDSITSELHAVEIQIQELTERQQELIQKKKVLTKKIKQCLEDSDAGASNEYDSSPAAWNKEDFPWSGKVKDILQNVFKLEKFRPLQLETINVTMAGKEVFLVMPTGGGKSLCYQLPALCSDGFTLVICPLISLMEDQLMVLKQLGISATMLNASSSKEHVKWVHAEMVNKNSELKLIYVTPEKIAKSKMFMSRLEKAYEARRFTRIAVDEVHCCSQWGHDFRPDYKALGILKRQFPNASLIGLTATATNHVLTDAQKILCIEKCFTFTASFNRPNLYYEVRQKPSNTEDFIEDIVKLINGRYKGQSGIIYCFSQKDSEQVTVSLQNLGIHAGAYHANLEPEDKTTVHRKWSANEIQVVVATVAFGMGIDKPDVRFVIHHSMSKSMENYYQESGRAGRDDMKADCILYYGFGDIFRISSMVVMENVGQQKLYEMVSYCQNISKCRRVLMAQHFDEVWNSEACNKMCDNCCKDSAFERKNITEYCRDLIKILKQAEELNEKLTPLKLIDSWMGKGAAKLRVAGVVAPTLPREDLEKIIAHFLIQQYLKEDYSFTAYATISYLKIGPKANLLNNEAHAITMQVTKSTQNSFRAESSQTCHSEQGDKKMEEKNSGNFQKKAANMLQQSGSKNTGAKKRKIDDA
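RECQ1T1 50 nM; forked duplex (20 bp + 30-nt ss tails) 200 nM, ATP 2 mM final; pH 8.0, 2 mM MgCl2, 2.5 ug/ml poly(dI-dC); 15 min compound preincubation; discontinuous kinetic read over 2 h at RT.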
ALDH1A1 inh – blocks purified human ALDH1A1 activity; P00352; Purified ALDH1A1, NADH fluorescence, propionaldehyde substrate; Potency, µM (top dose mostly 75.3 µM), for inactives: at the highest dose activity, negative = inhibition, most hits filed as inhibitors; AID 1030; 7.3% of 220,000 active; active = well fitted inhibition curve with a large enough effect, not every such curve was filed as active; inconclusive = small, poorly fitted or top-dose-only effect, or another doubt; inactive = no such curve, though single readings can be large or run the other way;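 note: plate controls were no enzyme wells and a reference inhibitor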
KDM4E inh – inhibitors of human JMJD2E histone demethylase; B2RXH2; JMJD2E catalytic domain, FDH-coupled NADH fluorescence (FDH is formaldehyde dehydrogenase); Potency, µM (doses to about 57.1 µM), for the others: at the highest dose activity change, negative = inhibition, actives largely listed as inhibitors; 1.6% of 230,000 active; AID 2147; active = well fitted inhibition curve with a large enough effect, not every such curve was filed as active; inconclusive = small, poorly fitted or top-dose-only effect, or another doubt; inactive = no such curve, though single readings can be large or run the other way;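 note: 0% = wells with enzyme and -100% = buffer wells without enzyme; nearly all actives have a fitted effect of over 50% in size; many of its hits are not listed in these tables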
Target sequence (B2RXH2 1-337 limits assumed): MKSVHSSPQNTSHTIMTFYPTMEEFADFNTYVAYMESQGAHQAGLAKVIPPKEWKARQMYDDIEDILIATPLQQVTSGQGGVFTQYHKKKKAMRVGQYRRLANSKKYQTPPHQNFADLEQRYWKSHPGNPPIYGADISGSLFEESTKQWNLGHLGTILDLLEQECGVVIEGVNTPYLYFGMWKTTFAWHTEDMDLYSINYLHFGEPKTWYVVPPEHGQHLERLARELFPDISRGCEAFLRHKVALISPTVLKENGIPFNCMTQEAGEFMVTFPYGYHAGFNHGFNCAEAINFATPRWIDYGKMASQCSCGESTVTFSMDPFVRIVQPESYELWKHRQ
RGS12 GoLoco inh – blocks human Gai1 binding to RGS12 GoLoco peptide, red readout | Potency, µM (series often up to 61.6 µM), without a hit: at the highest dose activity, negative = inhibition, most hits filed as inhibitors | Gai1:RGS12 GoLoco peptide FP, rhodamine, 10 min | 0.44% of 230,000 active | P63096; active = well fitted inhibition curve with a large enough effect, not every such curve was filed as active; inactive = no such curve, though single readings can be large or run the other way; note: % is set by controls: 0 for no effect and ±100 for the full control effect; nearly all actives have a fitted effect of over 30% in size; many of its hits are not listed in these tables
SMN2 splice up – SMN2 splice variant enhancement; AID 1458; Potency, µM (titrated, usually from 46.1 µM), inactives show top-dose activity change, positive = activation, most hits filed as activators; HEK293 SMN2-luciferase splicing reporter, luminescence, 30-36 h; 2.8% of 210,000 active; note: % of control where 0% means no effect; nearly all actives have a fitted effect of over 55% in size
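HEK293 cells carry an SMN2 […]–luciferase reporter in which exon 7 inclusion puts luciferase in frame. Cells were plated 10-12 h before compound addition, then incubated 30-36 h at 37C. ONE-Glo luminescence was read; sodium butyrate at 4.5 mM final served as control.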
Lamin A splicing – LMNA splicing modulation; Potency, µM (highest dose often 46.1 µM), inactives show top-dose ratio change, negative = inhibition, most hits filed as inhibitors; HeLa LMNA splicing GFP/RFP minigene ratio, 48 h; 0.01% of 200,000 active; active = well fitted inhibition curve with a large enough effect in the signal ratio, with a control signal flat, not every such curve was filed as active; inconclusive = small, poorly fitted or top-dose-only effect, or effect the other way, or a change in a side signal; the % refers to the signal ratio; note: % is set by controls: 0 for no effect and ±100 for the full control effect
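Read-out is the ratio of GFP to DsRed2 object intensity, acquired by 488 nm laser-scanning cytometry on HeLa lamin A-EGFP minigene reporter cells. Compound incubation 48 hrs at 37 °C in Opti-MEM with 2% FBS; DMSO 0.5% final.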
TexasRed fluor – Texas Red fluorescence interference in TRb-SRC2 counter-screen; AID 1479; 0.29% of 280,000 active; TRb/SRC2 Texas Red total fluorescence interference; Potency, µM (doses to about 106 µM), for the others: top-dose fluorescence change, negative = quenching; active = well fitted curve in either direction with a large enough effect; inconclusive = small, poorly fitted or top-dose-only effect; note: % is set by controls: 0 for no effect and ±100 for the full control effect
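Flags fluorescent or light-absorbing compounds by total fluorescence, S + 2P, at 555 nm excitation and 632 nm emission. Mixture: 20 nM Texas Red SRC2 peptide, 0.6 uM human TRb LBD, 1 uM T3, 5% DMSO; compound exposure 5 h at ambient temperature.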
* = called active by the depositor; i = inactive; u = inconclusive; x = no result given; & = joins results of further samples; [ ] = dose if it differs, or a comment. Unless noted, calls come from the whole dose curve; as a rule, active = well fitted curve in the direction sought with a large enough effect; inconclusive = small, poorly fitted or top-dose-only effect, or another doubt; inactive = no such curve, though single readings can be large; an effect the other way counts as inactive or inconclusive. Potency is the fitted concentration of half-maximal effect.

item	smiles	TRb SRC2 PPI	RECQ1 inh	ALDH1A1 inh	KDM4E inh	RGS12 GoLoco inh	SMN2 splice up	Lamin A splicing	TexasRed fluor
1	Cc1ccc(S(=O)(=O)Nc2cc(C(=O)NCCN(C)C)ccc2N2CCCCC2)cc1	-7%	-12%	16µM*	u	0%	12%	-10%	-1%
2	Cc1cc(C)c2cc(C(=O)N3CCc4ccccc4C3)[nH]c2c1	1%	i	x	-6%	4%	x	x	0%
3	Cc1ccc(-c2noc(CCC(=O)Nc3ccc(C)cn3)n2)cc1	-4%	-9%	4%	-1%	14%	-15%	10%	-8%
4	COc1ccccc1/C=C/C1(C(=O)NC2CCCC2)CC(=O)N1c1ccc(C)cc1 (stereo not given)	-9%	-10%	u	42%[activator]	11%	u	-18%	0%
5	CC1CCN(C(=O)CSCC(=O)Nc2nc(-c3cccs3)cs2)CC1	-1%	-5%	u	4%	3%	u	-7%	-2%
6	CCOC(=O)c1cc2c(=O)n3ccccc3nc2n(C(C)C)c1=NC(=O)c1ccncc1	5%	-8%	1%	-6%	x	x	-8%	-4%
7	COc1ccc(N2CCN(C(=O)c3ccc(OCc4c(C)noc4C)c(OC)c3)CC2)cc1	-6%	-13%	5%	u	-7%	-36%[inhibitor]	5%	-3%
8	Nc1nonc1-c1nc2ccccc2n1CC(=O)N1CCCCC1	-6%	8%	-13%	-2%	12%	-25%	5%	-2%
9	Cc1ccc(C(=O)NN(C)c2nc3ccccc3nc2C(F)(F)F)cc1	-2%	2%	-2%	-10%	4%	-20%	u	1%
10	CN1/C(=C\C(=S)NC(=O)c2ccccc2Cl)C(C)(C)c2ccccc21	2%	25µM*	u	-3%	105%[activator]	-31%[inhibitor]	u	4%
11	Cc1ccccc1CN1CCN(S(=O)(=O)c2ccc(F)cc2)CC1	5%	-11%	-14%	u	10%	6%	-16%	-1%
12	COc1cccc(-c2csc(N3CCN(CC(=O)NNC(=O)c4ccc(Br)cc4)CC3)n2)c1	1%	-12%	u	3%	18%	-33%[inhibitor]	-14%	-6%
13	CC(=O)Nc1cccc(NC(=O)C2CCCN2C(=O)Nc2ccc(Cl)cc2)c1 (stereo not given)	-5%	-7%	2%	13%	7%	16%	1%	-2%
14	COCC(=O)Nc1ccc(C(C)C)cc1	-6%	-1%	-2%	-5%	0%	u	0%	1%
15	COCCOC(=O)C1=C(C)NC2=C(C(=O)CC(C)(C)C2)C1c1ccc(N(C)C)cc1 (stereo not given)	0%	-10%	u	u	-18%	-14%	10%	0%
16	CC(C)CC(=O)N1CCN(S(=O)(=O)c2ccc3ccccc3c2)CC1	0%	i	u	-2%	3%	-53%[inhibitor]	u	3%
17	NC1=NC[C@H](Cc2ccccc2)N1CCc1cccc(F)c1	-2%	i	x	12%	-7%	x	x	0%
18	COc1cc(CN(C(=S)NCC(=O)NC2CCCC2)C2CCCC2)cc(OC)c1OC	9%	-5%	-4%	-4%	3%	-10%	-4%	-23%
19	O=C(/C=C/c1ccco1)Nc1ccc2c(c1)OCO2	-11%	13%	u	-14%	-2%	10µM*	x	-5%
20	O=C(CCSc1nc2ccccc2o1)N1CCOCC1	-9%	i	-3%	-6%	51%[activator]	17%	-7%	2%
21	CCCCCC1CCC(c2ccc(C(N)=O)cc2)CC1 (stereo not given)	1%	-4%	3%	6%	10%	-5%	2%	-1%
22	CC1Cc2ccccc2N1C(=O)c1cnc2n(c1=O)CCS2 (stereo not given)	2%	-14%	10%	-4%	3%	1%	4%	0%
23	O=C(Nc1cccc(Cl)c1)N(CCN1CCOCC1)Cc1cccc(Cl)c1	u	-15%	u	-3%	1%	-8%	u	1%
24	Cc1ccc(CNC(=O)CCn2c(=O)oc3ccccc32)cc1	-5%	-11%	x	4%	-2%	x	x	1%
25	COC(=O)C(NC(C)=O)(Nc1cccc(C)n1)C(F)(F)F (stereo not given)	-5%	i	4%	9%	-14%	x	x	-3%
26	COc1ccc(/C=C(/C(=O)NCc2ccccc2)c2ccccc2)cc1	-4%	-2%	-18%	0%	14%	-16%	u	-3%
27	CC(=O)c1c(C)[nH]c(C(=O)CSc2nc3ccc(C)cc3[nH]2)c1C	-5%	u	25µM*	7%	7%	-55%[inhibitor]	-17%	1%
28	CC1CN(S(=O)(=O)c2ccc(C(=O)Nc3ccc(S(=O)(=O)Nc4nccs4)cc3)cc2)CC(C)O1 (stereo not given)	-6%	7%	u	-1%	9%	-9%[1.84 µM]	-11%	1%
29	CC[N+](CC)(CCO)CCCN1C(=O)C2CC=C(Cl)CC2C1=O (stereo not given)	-16%	i	1%	3%	-24%	-4%	10%	-1%
30	CN(C)CCCNC(=O)COc1ccc(Br)cc1Cl	-4%	0%	-3%	-1%	7%	-2%	u	-2%
31	Cc1cccc(NC(=O)c2cc(-c3ccco3)nc3ccccc23)n1	1%	i	u	u	5%	-20%	-8%	-7%
32	O=C(O)C1CCCCC1C(=O)Nc1ccccc1Nc1ccccc1 (stereo not given)	4%	-14%	9%	u	72%[activator]	-3%	-5%	6%
33	CCOC(=O)C(=O)Nc1sc(C(=O)N2CCOCC2)c(C)c1C#N	7%[53 µM]	13%	-9%	u	3%	x	18%[46 µM]	0%[53 µM]
34	Cc1cc(/C=N/Nc2nc(N)ncc2[N+](=O)[O-])c(C)n1-c1ccccc1F	-2%	-4%	x	-9%	6%	x	x	0%
35	COC(=O)CCC(NC(=O)OCc1ccccc1)C(=O)NC(CC(C)C)C(=O)OC (stereo not given)	3%	-2%	4%	0%	2%	4%	-4%	-1%
36	COc1ccc(N(CC(=O)Nc2cccc(OC)c2)S(=O)(=O)c2c(C)nn(C)c2C)cc1	-1%	-6%	0%	-4%	-4%	-8%	1%[0.0737 µM]	-1%
37	O=C1CCCN1c1ccc(S(=O)(=O)N2CCN(c3ccccn3)CC2)cc1	7%	-8%	-9%	5%	-3%	-29%	-2%	0%
38	Cc1nnc(Nc2ccc(Cl)c(C(F)(F)F)c2)[nH]c1=O	-8%	1%	-2%	-2%	5%	0%	-6%[46 µM]	1%
39	CCOP(=O)(OCC)c1nc(/C=C/c2ccccc2)oc1NCc1ccccc1	-6%	-8%	u	u	14%	-4%	7%	-6%
40	O=C(c1ccc2c3c(cccc13)CC2)C1CCCN(C(=O)c2cccnc2)C1 (stereo not given)	-8%	i	u	u	1%	x	2%[46 µM]	-10%
41	C=CCN(C(=O)CCC(=O)Nc1cc(C)on1)C(C(=O)NC(C)(C)C)c1cccc(OC)c1OC (stereo not given)	-6%	i	3%	5%	8%	7%	7%	-2%
42	OC(CN1CCN(c2ccccc2)CC1)Cn1c2ccccc2c2ccccc21 (stereo not given)	0%	-11%	-13%	-14%	5%	-4%	8%	-2%
43	Cn1ncc2c(Nc3ccc4ccccc4c3)ncnc21	0%	i	10%	-2%	x	x	2%	2%
44	O=C(N/C(=C/c1cccnc1)C(=O)N1CCOCC1)c1ccccc1F	6%	i	x	2%	-1%	x	x	3%
45	CCc1ccc(CNC(=O)Cn2nc(-c3ccc(C)cc3)ccc2=O)cc1	5%&6%	6%	4%	u	-8%	-1%	-3%[46 µM]	0%&-1%
46	C[C@H]1C=C(C(=O)N2CCOCC2)O[C@@H](OCc2ccc(CO)cc2)C1	-14%	-3%	4%	-9%	-15%	x	x	0%
47	C[C@H]1[C@H](C)CC[C@]2(C)CC[C@]3(C)C(=CC[C@@H]4[C@@]5(C)CC[C@@H](O)[C@](C)(C(=O)O)[C@@H]5CC[C@]43C)[C@H]12	4%	i	x	-4%	-2%	x	x	-2%
48	CCOc1ccc(C(=O)NC(=S)Nc2ccc(NC(=O)c3ccco3)c(C)c2)cc1[N+](=O)[O-]	-2%	-16%	-11%	7%	-2%	18%	-11%	-1%
49	O=C(Cc1cccs1)NCc1ccc2c(c1)OCO2	-6%	7%	9%	5%	8%	u	-4%	-1%
50	CC(C)NC(=O)c1ccc(-c2ccccc2C(F)(F)F)o1	10%	4%	2%	-2%	3%	u	-8%	-2%
51	C/C(=N\NC(=O)NC1CCCCC1)C1CCCCC1	-1%	i	-8%	3%	3%	-7%	u	-4%
52	OCCC1CN(Cc2cccc3c2OCO3)CCN1C1CCCCC1 (stereo not given)	3%	-10%	4%	0%	23%	x	u	-3%
53	Cc1cc(C(=O)CNCc2ccco2)c(C)n1-c1ccc(F)cc1	-1%	11%	6%	-29%	10%	-5%	u	1%
54	COCc1nc2ccccc2n1Cc1ccc(Br)cc1	-3%	-7%	-7%	1%	3%	9%	u	1%
55	Cc1ccc(/C=N/Nc2nncc(-c3ccccc3)n2)o1	0%	-3%	10%	-5%	14%	u	-4%[46 µM]	-7%
56	COc1ccc(S(=O)(=O)N(C)CC(=O)N2CCN(Cc3ccccc3)CC2)cc1C	-15%	-8%	16µM*	-1%	7%	-28%	u	2%
57	Cc1ccc(-c2cc3nc(C)cc(C)n3n2)cc1	1%	i	u	u	9%	13µM*	13%[46 µM]	-2%
58	CCCCCCC/C(C)=N/NC(=O)CC(=O)NCCc1ccccc1	4%	11%	2%	9%	-1%	-9%	4%	1%
59	CCOC(=O)C1=C(C)NC(=O)NC1c1ccc(OCC(=O)OC)c(OC)c1 (stereo not given)	7%	4%	1%	5%	6%	5%	-3%	-6%
60	S=C(NCc1ccc2c(c1)OCO2)Nc1ccc2nsnc2c1	5%	9%	u	u	-4%	12%	-12%[46 µM]	0%
61	O=C(CSc1ccc(Cl)cc1)Nc1cc(-c2nc3ncccc3o2)ccc1Cl	10%	-5%	u	19%	11%	-13%	2%	-3%
62	CCN(CCCNC(=O)CCc1nc(-c2ccc(OC)cc2)no1)c1cccc(C)c1	2%	-7%	u	1%	-7%	-46%[inhibitor]	u	-2%
63	CCN=C1S/C(=C\c2cn(C(C)=O)nc2-c2ccccc2)C(=O)N1CC	-5%	1%	u	10%	11%	-28%	-2%	-1%

This is a subset (hit frequency here may not be typical).
